CHRM4 PAM – CHRM4 positive allosteric modulation. P08173. CHO-K1 hM4/Gqi5, Fluo-8 calcium fluorescence, ACh EC20; 0% = ACh EC20, 100% = maximal ACh. activation, % at 3 µM. 360,000 tested, 0.4% active;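 active = activation above its plate's cutoff, the mean activation of sample wells plus 3 SD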; also: some results filed as inactive read as strong as hits
Target sequence (P08173 whole entry, looked up): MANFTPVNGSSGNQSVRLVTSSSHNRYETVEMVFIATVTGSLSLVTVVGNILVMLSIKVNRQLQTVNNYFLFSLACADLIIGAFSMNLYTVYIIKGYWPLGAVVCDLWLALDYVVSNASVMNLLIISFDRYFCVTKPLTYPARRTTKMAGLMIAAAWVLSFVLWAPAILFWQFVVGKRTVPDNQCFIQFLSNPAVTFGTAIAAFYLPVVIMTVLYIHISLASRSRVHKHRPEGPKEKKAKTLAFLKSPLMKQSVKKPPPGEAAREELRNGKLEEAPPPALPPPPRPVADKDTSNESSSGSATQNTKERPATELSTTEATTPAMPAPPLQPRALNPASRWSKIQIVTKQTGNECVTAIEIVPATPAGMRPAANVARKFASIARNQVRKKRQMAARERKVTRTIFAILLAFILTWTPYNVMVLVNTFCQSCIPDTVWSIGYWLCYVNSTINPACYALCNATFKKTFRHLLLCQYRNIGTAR
M5 ag – CHRM5 agonism in calcium assay; AID 624037; activation, % at 3 µM; CHO-K1 hM5 cells, Fluo-8 calcium fluorescence; 0% DMSO wells, 100% maximal acetylcholine response; P08912; 360,000 tested, 0.19% active;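 active = activation above the run's mean over test compounds plus 3 SD, cut at about 23% in these data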;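 also: signal is peak over basal fluorescence ratio across the kinetic read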
M5 antag – antagonists of human muscarinic M5 receptor (CHRM5) | CHO-hM5 cells, Fluo-8 calcium fluorescence, ACh EC80 | inhibition, % at 3 µM | 360,000 tested, 0.59% active | AID 624040;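 active = inhibition above a per-plate cutoff, the mean of that plate's test compounds plus 3 SD, cut at about 27% in these data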;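 also: 0% = acetylcholine EC80 with DMSO and 100% = DMSO without agonist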
TAAR1 antag – antagonists of human TAAR1 | Q96RJ0 | CHO RD-HGA16 TAAR1, Fluo-8 calcium fluorescence, antagonist | inhibition, % at 3 µM | 360,000 tested, 1.5% active;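 active = inhibition above a per-plate cutoff, the mean inhibition of test compounds on that plate plus 3 SD, cut at about 49% in these data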;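 also: 0% = DMSO plus EC80 beta-PEA response and 100% = DMSO alone without agonist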
Target sequence (Q96RJ0 whole entry, looked up): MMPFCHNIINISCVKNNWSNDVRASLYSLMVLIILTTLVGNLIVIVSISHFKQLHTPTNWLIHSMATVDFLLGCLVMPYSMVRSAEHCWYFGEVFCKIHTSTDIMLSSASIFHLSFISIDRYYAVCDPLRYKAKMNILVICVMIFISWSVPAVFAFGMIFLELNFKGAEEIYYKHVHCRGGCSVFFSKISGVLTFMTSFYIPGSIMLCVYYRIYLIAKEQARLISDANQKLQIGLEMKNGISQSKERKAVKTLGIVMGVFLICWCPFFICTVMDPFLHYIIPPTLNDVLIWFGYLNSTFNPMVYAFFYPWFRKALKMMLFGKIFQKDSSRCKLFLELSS
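Test system: RD-HGA16 CHO cells with stable hTAAR1 and Gα16 / Probe or stimulus: EC80 β-phenethylamine stimulus / Times: seeding 17-24 h prior, 75-min 37 °C, 30-min RT dye loading / Detection: Fluo-8 calcium-sensitive fluorescence / Read-out basis: % inhibition scaled between DMSO and EC80 PEA controls / Repeats: singlicate, one well per test compound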
CRFR2-BP ag – agonists of human CRF-binding protein/CRF-R2 receptor complex. HEK293 CRF-R2/CRF-BP, calcium dye fluorescence (FLIPR); percent of saturating CRF peptide response. activation, % at 13.2 µM. 350,000 tested, 0.46% active. AID 588473;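 active = activation of at least 50%, plus an integration ratio under a set limit after plate pattern correction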;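 also: plate controls were neutral control wells without compound for no effect and CRF at EC100 for full effect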
CRFBP-R2 block – antagonists of CRF-binding protein/CRF-R2 receptor complex | HEK293 CRF-R2/CRF-BP, CRF-induced calcium fluorescence | inhibition, % at 11.8 µM | 350,000 tested, 0.59% active;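 active = inhibition of the ligand-induced calcium signal above about 50% at the single tested concentration, limit read from the data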
CHO-K1 Ca PAM – counter-screen for M1 PAMs: effect in parental CHO-K1 cells; 360,000 tested, 0.02% active; activation, % at 3 µM; ATP EC20, Fluo-8 calcium fluorescence; 0% at ATP EC20, 100% at ATP max;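 active = activation above the run cutoff, the mean activation of all test compounds plus 3 SD, cut at about 40% in these data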;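 also: peak over basal fluorescence ratio in a 140 s read after ATP addition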
CHRM5 PAM – potentiates acetylcholine response at human M5 receptor | P08912 | CHO-K1 hM5, Fluo-8 calcium, ACh EC20 PAM; 0% = ACh EC20, 100% = ACh EC100 | activation, % at 3 µM | 360,000 tested, 0.3% active | AID 624038;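 active = activation above the run cutoff, the mean activation of all test compounds plus 3 SD, cut at about 18% in these data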
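Replicates: One well per compound, no replicates | System: Human M5 receptor in CHO-K1 cells | Benchmarks: Low control EC20 acetylcholine (0%), high control EC100 acetylcholine (100%) | Probe or stimulus: Acetylcholine, EC20 level | Times: Fluo-8 loading 80 min at 37 °C plus 30 min room temperature | Signal: Intracellular calcium via Fluo-8 fluorescence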
TAAR1 agonist – agonists of human TAAR1; activation, % at 3 µM; 360,000 tested, 0.99% active; AID 624467; CHO RD-HGA16 TAAR1, Fluo-8 calcium fluorescence; vehicle wells 0%, saturating PEA agonist 100%; Q96RJ0;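 active = activation above the mean activation of all test compounds in the run plus 3 SD, cut at about 38% in these data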
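Signal – calcium-sensitive Fluo-8 signal, excitation 470-495, emission 515-575 nm · System – RD-HGA16 (CHO) cells co-expressing Gα16 and hTAAR1 · Incubation – 17-24 h seeding, 75 min 37 °C dye, 30 min RT · Compound dosing – 3 µM single concentration · Repeats – no replicates (n 1)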
Active calls of the source: *; . = not tested or not shown.

SMILES	CHRM4 PAM	M5 ag	M5 antag	TAAR1 antag	CRFR2-BP ag	CRFBP-R2 block	CHO-K1 Ca PAM	CHRM5 PAM	TAAR1 agonist
CSc1nnc(C)c(=O)n1COC(=O)c1ccc(S(=O)(=O)N(C)C)cc1	4	0	0	-1	-1.5	-6	22	-4	1
O=P(CCCCCCCCCP(=O)(c1ccccc1)c1ccccc1)(c1ccccc1)c1ccccc1	-17	-6	12	90*	-1.3	2	-1	-55	33
O=C(CCc1ccc(Oc2cc([N+](=O)[O-])cc([N+](=O)[O-])c2)cc1)NC1CCCC1	-5	1	-2	10	-0.9	12	5	-3	23
COc1cc(C2c3cc4c(cc3OC(N3CCOCC3)C2C)OCO4)cc(OC)c1OC(C)=O (stereo not drawn)	11	2	-3	-19	-0.6	4	-6	-11	5
Cc1ccccc1-n1nc2c(c1NC(=O)c1cccc(F)c1)CS(=O)C2 (stereo not drawn)	-4	-1	1	-4	11	-3	6	3	0
O=C(OCC(=O)N1CCOCC1)c1ccc(Cl)c(S(=O)(=O)N2CCc3ccccc32)c1	1	-1	12	-18	0.1	0	-1	4	2
Cc1noc(C)c1C(=O)N1CCCC1	6	0	0	-26	-3.4	7	-10	-3	4
Cc1cc(C(C)(C)C)ccc1OCCCCN1CCCC1	-13	-3	0	-2	3.2	-13	12	-5	15
CC(CN1CCN(C)CC1)OC(=O)c1ccc(Cl)cc1 (stereo not drawn)	3	-12	-1	-9	-0.4	4	33	-3	9
O=C(CCCOc1ccccc1)N1CCCc2ccccc21	3	-2	8	-2	-0.3	23	8	-7	-3
Cc1cccc(C(=O)N/N=C/c2coc3ccccc3c2=O)c1	1	-3	-2	-14	-3.1	-8	10	-2	5
O=C(CCSc1ccc(Cl)cc1)c1cccs1	1	-3	-3	29	-0.8	7	21	-8	3
CS(=O)(=O)N(CC(=O)Nc1cccc(Br)c1)Cc1ccccc1	-3	0	-6	-12	0.8	5	14	-6	0
Cc1oc(-c2ccccc2)nc1CS(=O)CC(=O)NC1CCCC1 (stereo not drawn)	5	1	1	-21	-3.6	12	16	2	0
CN(CC(=O)Nc1ccc(F)cc1)C(=O)c1cn(-c2ccccc2)nc1-c1cccs1	-4	1	6	51*	-0.7	-7	18	-13	17
CCCc1c(C(=O)N/N=C(\C)c2ccc(O)cc2)nnn1-c1nonc1N	1	0	13	-12	-0.5	-8	-20	-1	3
CCCNC(=O)C1(C)CCCN(C(=O)c2cccnc2Oc2ccccc2)C1 (stereo not drawn)	0	1	-1	-6	.	.	-1	-1	-1
COc1ccc(CNC(=O)COC(=O)c2ccc3ncsc3c2)cc1OC	9	3	-7	-21	1.4	-11	14	4	4
COc1ccc(/C=C/C(=O)OCC(=O)NC2CCCCCC2)cc1OC	13	1	4	-27	-3.3	23	10	8	0
CC1CCCCC12NC(=O)N(CC(=O)NNC(=O)c1ccc(Br)cc1)C2=O (stereo not drawn)	-1	0	12	-16	-0.6	6	4	8	3
O=C(CN1CCN(S(=O)(=O)/C=C/c2ccccc2)CC1)Nc1ccc(N2CCOCC2)cc1	5	-2	3	-17	-0.9	0	14	1	-1
CC(C)c1ccc(S(=O)(=O)N2CCCCC2)cc1	-7	-8	-4	22	-0.2	8	12	-1	15
O=C(Nc1ccccc1Cl)N1CCn2c(nc3ccccc32)C1	2	-4	-2	6	0.7	-7	0	-13	10
Cc1ccc(N2CC(C(=O)NCc3ccc4c(c3)OCO4)CC2=O)cc1C (stereo not drawn)	1	3	1	-1	-2.7	2	20	-1	8
Cc1ccc(-c2nnn(CC(=O)N(Cc3cccs3)C(C(=O)NC3CCCCC3)c3ccco3)n2)o1 (stereo not drawn)	8	-1	1	-4	2.5	-43	-5	-2	1

The list continues.
SMILES	CHRM4 PAM	M5 ag	M5 antag	TAAR1 antag	CRFR2-BP ag	CRFBP-R2 block	CHO-K1 Ca PAM	CHRM5 PAM	TAAR1 agonist
CC1CC(C)CN(C(=O)c2cc(-c3ccncc3)nc3ccccc23)C1 (stereo not drawn)	6	-4	1	-16	-1.1	-8	2	3	3
Cc1ccc(SCc2cc(=O)[nH]c(Nc3nc(C)c4ccccc4n3)n2)cc1	0	1	10	9	0.0	-4	-1	-5	-2
CCN(CC)C(=O)CSC1=N/C(=C/c2ccco2)C(=O)N1c1ccc(OC)c(Cl)c1	-12	-4	2	2	-1.0	40	20	-2	2
Cc1nn(C2CCS(=O)(=O)C2)c(C)c1C=O (stereo not drawn)	-1	2	8	-1	-0.2	-2	-9	6	1
COc1ccc(CNC(=O)Nc2nc(C(N)CCc3ccccc3)cs2)cc1 (stereo not drawn)	0	0	5	31	.	.	27	-2	21
O=C(N1CCOCC1)N1CCCN(C(=O)N2CCOCC2)CC1	-3	-3	3	-11	2.2	-17	1	-4	7
CC(C)OCCCNC(=O)c1cccc2c1C(=O)c1ccc(Cl)cc1S2(=O)=O	8	6	4	44	-1.1	-3	9	-2	18
Cc1cc(SCC(=O)NN=C2CCN(C(C)C)CC2)c(C)cc1Br	1	-2	-8	-1	0.6	5	10	8	2
CC(=O)Nc1ccc(NC(=O)CSc2ccc(-c3ccco3)nn2)cc1	-1	-3	6	8	-1.3	7	10	1	0
O=C1CCC(C(=O)Nc2cccc(Br)c2)N1 (stereo not drawn)	1	2	0	4	1.1	7	-2	2	-1
O=C(NCc1ccccn1)c1nc(Cn2cc([N+](=O)[O-])cn2)no1	-1	-1	6	-23	-1.1	-4	-8	9	2
O=c1[nH]cc(C(F)(F)F)cc1NS(=O)(=O)c1ccc([N+](=O)[O-])cc1	8	1	5	-13	-2.5	-5	14	7	4
Cc1onc(-c2ccccc2)c1-c1nnc(CN2CCN(S(=O)(=O)c3ccccc3F)CC2)o1	-5	4	5	21	0.3	-6	9	-1	4
O=C(Nc1ccncc1)c1cc(-c2ccccc2)nc2ccccc12	4	0	2	35	-2.7	-5	10	-4	6
NC(c1ccccc1)c1csc(Nc2ccc(C(=O)NCCO)cc2)n1 (stereo not drawn)	4	1	-5	-13	.	.	17	4	3
CCOc1ccc(NC(=S)NC(=O)C2CCCC2)cc1	-7	-6	2	-24	-2.3	-15	-18	-4	2
Cc1nn(-c2ccccc2)c(C)c1/C=N/N1CCN(c2ccccn2)CC1	-7	-3	23	-9	-1.6	-9	9	-11	0
Cc1ncc([N+](=O)[O-])n1CC(=O)Nc1cc(Cl)ccc1Cl	0	-3	5	-2	-1.8	20	8	0	1
O=C(NC1CCCC1)C(c1c[nH]c2ccccc12)N(C(=O)Cn1nnc(-c2ccc(Cl)cc2)n1)c1ccccc1 (stereo not drawn)	7	1	-5	4	2.8	13	11	2	17

Of the compounds above, 3 contain a thiophene ring, fused or not.
SMILES	CHRM4 PAM	M5 ag	M5 antag	TAAR1 antag	CRFR2-BP ag	CRFBP-R2 block	CHO-K1 Ca PAM	CHRM5 PAM	TAAR1 agonist
O=C(CCSc1ccc(Cl)cc1)c1cccs1	1	-3	-3	29	-0.8	7	21	-8	3
CN(CC(=O)Nc1ccc(F)cc1)C(=O)c1cn(-c2ccccc2)nc1-c1cccs1	-4	1	6	51*	-0.7	-7	18	-13	17
Cc1ccc(-c2nnn(CC(=O)N(Cc3cccs3)C(C(=O)NC3CCCCC3)c3ccco3)n2)o1 (stereo not drawn)	8	-1	1	-4	2.5	-43	-5	-2	1

Structural class, those above with an NH in an aromatic ring (3)
SMILES	CHRM4 PAM	M5 ag	M5 antag	TAAR1 antag	CRFR2-BP ag	CRFBP-R2 block	CHO-K1 Ca PAM	CHRM5 PAM	TAAR1 agonist
Cc1ccc(SCc2cc(=O)[nH]c(Nc3nc(C)c4ccccc4n3)n2)cc1	0	1	10	9	0.0	-4	-1	-5	-2
O=c1[nH]cc(C(F)(F)F)cc1NS(=O)(=O)c1ccc([N+](=O)[O-])cc1	8	1	5	-13	-2.5	-5	14	7	4
O=C(NC1CCCC1)C(c1c[nH]c2ccccc12)N(C(=O)Cn1nnc(-c2ccc(Cl)cc2)n1)c1ccccc1 (stereo not drawn)	7	1	-5	4	2.8	13	11	2	17

Assay outcomes as filed in PubChem.

An unsorted share of the library; 4.2% or so of the library scored in one or more.
